Screening data deposited in PubChem BioAssay by National Center for Advancing Translational Sciences (NCATS).
HP1b binding inh = HTS for Inhibitors of HP1-beta Chromodomain Interactions with Methylated Histone Tails | Potency, µM (series often up to 114 µM), inactives show top-dose activity change, negative = inhibition, most hits filed as inhibitors | Chromobox protein homolog 1 (Homo sapiens), P83916 | AID 540317, 2011 | AlphaScreen HP1-beta / biotin-H3K9me3 peptide binding | actives 0.56% (n = 390,000); further: potency means the concentration at half of the fitted maximal effect; nearly all actives have a fitted effect of over 70% in size; inactives centre near 23
Target sequence (P83916 whole entry, looked up): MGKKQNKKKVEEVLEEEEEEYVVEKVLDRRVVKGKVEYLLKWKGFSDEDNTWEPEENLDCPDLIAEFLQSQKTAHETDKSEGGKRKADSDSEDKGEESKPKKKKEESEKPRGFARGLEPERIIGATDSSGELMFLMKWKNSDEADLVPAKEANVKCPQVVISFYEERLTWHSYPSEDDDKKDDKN
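HP1-beta protein (50 nM final) preincubated 30 min at room temperature with biotinylated H3(1-18)K9me3 peptide (50 nM) in PBS pH 7.4, 0.01% Tween-20, then compound added for 30 min. AlphaScreen streptavidin donor/nickel chelate acceptor beads (10 ug/mL final), 30 min dark, luminescence read.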
PGK inhibitor = qHTS Assay to Find Inhibitors of Phosphoglycerate Kinase; AID 602233, 2012; Potency, µM (titrated, usually from 57.5 µM), inactives show top-dose activity change, negative = inhibition, most hits filed as inhibitors; Phosphoglycerate kinase, glycosomal (Trypanosoma brucei brucei), P07378; actives 0.043% (n = 380,000); PGK/GAPDH coupled, Kinase-Glo luminescence, 60 min; further: potency means the concentration at half of the fitted maximal effect; on the % scale 0 is the no-effect control and ±100 the full control effect; nearly all actives have a fitted effect of over 60% in size
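Luminescent ATP detection (Kinase-Glo Plus) follows a 60-minute room-temperature incubation, with wells lacking PGK as controls. Buffer: 100 mM TEA (pH 7.6), 5 mM MgCl2, 0.01% Tween-20. Coupling enzyme GAPDH (100 nM final) supplies unstable 1,3-BPG in-well.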
PI4K2A inh = qHTS for small molecular inhibitors of PI4K2A; activity change, negative = inhibition, % at 76.9 µM; Phosphatidylinositol 4-kinase type 2-alpha (Homo sapiens), Q9BTU6; actives 0.13% (n = 420,000); purified PI4K2A, ADP-Glo luminescence, 1 h; active compounds read low; AID 1346378, 2018; in the data active means activity change below about -50%; inconclusive means mostly about -30% to -49%;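 further: -100% = wells without enzyme as full effect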
Target sequence (Q9BTU6 whole entry, looked up): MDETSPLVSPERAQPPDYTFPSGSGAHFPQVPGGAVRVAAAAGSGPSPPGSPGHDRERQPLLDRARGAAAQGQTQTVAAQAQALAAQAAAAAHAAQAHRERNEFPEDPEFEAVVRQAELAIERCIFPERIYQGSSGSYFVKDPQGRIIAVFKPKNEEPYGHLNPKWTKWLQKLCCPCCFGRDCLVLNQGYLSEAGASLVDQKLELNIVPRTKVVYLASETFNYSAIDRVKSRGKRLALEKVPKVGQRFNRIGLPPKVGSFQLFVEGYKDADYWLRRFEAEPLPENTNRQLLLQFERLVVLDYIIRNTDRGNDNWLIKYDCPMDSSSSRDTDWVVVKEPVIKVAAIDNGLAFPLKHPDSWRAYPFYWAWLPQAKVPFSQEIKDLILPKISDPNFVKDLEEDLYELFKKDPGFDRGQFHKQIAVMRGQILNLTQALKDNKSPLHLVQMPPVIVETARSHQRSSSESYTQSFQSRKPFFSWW
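ADP-Glo luminescence measured ADP generated by PI4K2A enzyme (4 ug/mL before mixing) with 1.2 mM PI substrate (pre-mix) and 300 microM ATP (pre-mix). Tris pH7.5 buffer with MgCl2, Triton X-100; 1 h reaction at ambient temperature.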
GLS inh = qHTS for Inhibitors of Glutaminase (GLS); GLS enzymatic activity, qHTS titration; Potency, µM (titrated, usually from 45.5 µM), for inactives: at the highest dose activity change, negative = inhibition, hits mostly inhibitors; actives 0.21% (n = 410,000); AID 624170, 2012; further: potency means the concentration at half of the fitted maximal effect; on the % scale 0 is the no-effect control and ±100 the full control effect
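Read-out is an Amplex red fluorescence increase coupled through glutamate oxidase and HRP, measured before and after 30 min room-temperature incubation. hKGA is in 45 mM KH2PO4 (pH 8.2) with 0.02% Tween-20; glutamine added as 1mM solution.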
Pin1 inh = qHTS Assay to Find Inhibitors of Pin1; actives 0.009% (n = 390,000); Potency, µM (series often up to 115 µM), without a hit: top-dose activity, negative = inhibition, actives largely listed as inhibitors; AID 504891, 2011; Peptidyl-prolyl cis-trans isomerase NIMA-interacting 1 (Homo sapiens), Q13526; Pin1 FP peptide displacement, HiFluor488, 10 min; active means well fitted inhibition curve with a large enough effect in the polarisation, with a control signal flat, not every such curve was filed as active; inconclusive means small, poorly fitted or top-dose-only effect, or effect the other way, or a change in a side signal; inactive means no such curve, though single readings can be large or run the other way; the % refers to the polarisation; further: potency means the concentration at half of the fitted maximal effect; on the % scale 0 is the no-effect control and ±100 the full control effect
JMJD2A Tudor inh = qHTS Assay for Inhibitors of JMJD2A-Tudor Domain; Lysine-specific demethylase 4A (Homo sapiens), O75164; AlphaScreen JMJD2A-Tudor / H3K4me3 peptide binding; Potency, µM (top dose mostly 114 µM), without a hit: top-dose activity change, negative = inhibition, most hits filed as inhibitors; actives 4.4% (n = 390,000); AID 504339, 2011; further: potency means the concentration at half of the fitted maximal effect; on the % scale 0 is the no-effect control and ±100 the full control effect; nearly all actives have a fitted effect of over 50% in size
BAZ2B inh = qHTS Assay for Inhibitors of BAZ2B | AlphaScreen BAZ2B-H3K14Ac peptide displacement | Potency, µM (series often up to 114 µM), for inactives: at the highest dose activity change, negative = inhibition, actives largely listed as inhibitors | actives 4.4% (n = 360,000) | AID 504333, 2011; further: potency means the concentration at half of the fitted maximal effect; on the % scale 0 is the no-effect control and ±100 the full control effect; nearly all actives have a fitted effect of over 60% in size
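Complex of BAZ2B and biotin-H3K14Ac (50 nM apiece) forms over 30 min at RT, then faces library compounds up to 110 uM for another 30 min; AlphaScreen beads added, 20 min dark incubation, luminescence read.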
G9a block = qHTS Assay for Inhibitors of Histone Lysine Methyltransferase G9a | Potency, µM (doses to about 102 µM), inactives show at the top dose activity, negative = inhibition, hits mostly inhibitors | actives 8.8% (n = 350,000) | Histone-lysine N-methyltransferase EHMT2 (Homo sapiens), Q96KQ7 | AID 504332, 2011 | G9a H3K9 monomethylation, AlphaScreen, 2 h; further: potency means the concentration at half of the fitted maximal effect; on the % scale 0 is the no-effect control and ±100 the full control effect; nearly all actives have a fitted effect of over 75% in size
Target sequence (Q96KQ7 913-1193 limits assumed): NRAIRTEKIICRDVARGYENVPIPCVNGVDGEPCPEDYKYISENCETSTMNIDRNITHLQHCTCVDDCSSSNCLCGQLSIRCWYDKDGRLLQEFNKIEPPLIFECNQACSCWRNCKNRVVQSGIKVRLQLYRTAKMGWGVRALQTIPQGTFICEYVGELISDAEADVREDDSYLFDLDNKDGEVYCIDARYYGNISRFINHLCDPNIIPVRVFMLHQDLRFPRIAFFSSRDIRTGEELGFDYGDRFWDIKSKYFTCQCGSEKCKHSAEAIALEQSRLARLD
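Signal arises when biotinylated H3K9 peptide, once monomethylated, bridges streptavidin donor and antibody-captured acceptor beads. Enzyme at 20 nM was preincubated 15 min with test compounds; peptide 500 nM and SAM 20 uM then reacted for 2 h.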
Pol eta inh = qHTS for Inhibitors of Polymerase Eta; DNA polymerase eta (Homo sapiens), Q9Y253; recombinant Pol eta, fluorescent DNA replication assay; Potency, µM (top dose mostly 114 µM), for inactives: at the highest dose activity change, negative = inhibition, most hits filed as inhibitors; actives 1.2% (n = 390,000); AID 588591, 2011; further: potency means the concentration at half of the fitted maximal effect; on the % scale 0 is the no-effect control and ±100 the full control effect
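Pol eta (10 nM) was preincubated with compounds for 15 min at room temperature, after which fluorescent replication substrate (50 nM final) was added to start the reaction. Fluorescence was read kinetically at 0 and 10 min.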
Active calls of the source: *; i = inactive; ? = inconclusive; nt = not tested or not shown; [ ] = dose if it differs, or a comment. Unless noted, the call rests on the fitted dose curve; in most records, active means well fitted curve in the direction sought with a large enough effect; inconclusive means small, poorly fitted or top-dose-only effect, or another doubt; inactive means no such curve, though single readings can be large; an effect the other way counts as inactive or inconclusive. A portion of the library; the hit share may differ from the screen's.

Pol eta inh,PI4K2A inh,PGK inhibitor,Pin1 inh,GLS inh,HP1b binding inh,BAZ2B inh,G9a block,JMJD2A Tudor inh,Compound
?,1,i,43%[activator],-7%,41%[activator],-2%,35µM*,?,CCc1ccc2c(COC(=O)c3n[nH]c4ccccc34)cc(=O)oc2c1
-5%,-6,-10%,2%,14%,1%,-25%,?,-8%,COc1ccc(C(=O)Nc2sc(C(=O)N(C)C)c(C)c2C#N)cc1[N+](=O)[O-]
-7%,-2,7%,-4%,?,12%,?,nt,-24%,CCN(CC)c1ccc(NC(=O)c2ccc3c(c2)OCO3)c(C)c1
?,0,-6%,?,-9%,53%[activator],-3%,nt,5%,CN(C(=O)CC1C(=O)NCCN1Cc1cccc(C(F)(F)F)c1)C1CCOCC1 (stereo not given)
-26%,-4,0%,-1%,-6%,81%[activator],36%,41%,14%,O=C(COC(=O)CCSc1ccccc1)Nc1cc(F)ccc1F
-7%,-5,-1%,1%,-3%,36%,-14%,4%,4%,O=C(CSC(=S)N1CCOCC1)Nc1ncc2c(n1)CC(c1ccco1)CC2=O (stereo not given)
-6%,4,1%,-4%,8%,31%,?,20µM*,11µM*,CCC1C(=O)N(c2nc(C)cc(C)n2)N=C1C (stereo not given)
-7%,4,3%,?,7%,17%,2%,-10%[59 µM],-20%,Cc1nnc(N2CCOCC2)c2nn(-c3cccc(Cl)c3)c(C)c12
-18%,7,-8%,17%,-27%,19%,-5%,-3%,-3%,CNC(=O)c1cc(Nc2nnc(-c3ccc(C)c(S(N)(=O)=O)c3)c3ccccc23)ccc1OC
3%,2,0%,3%,14%,17%,-6%,nt,?,O=C1CS/C(=N/N=C/c2ccncc2)N1
-7%,4,i,5%,4%,14%,nt,nt,-26%,CC(C)Cn1cnc2c(SCc3ccccc3Cl)nc(N)nc21
-14%,-3,i,-8%,4%,?,nt,nt,20µM*,COc1ccccc1CN1CCN(C(=O)c2cccc3ccccc23)CC1
-7%,4,1%,-2%,1%,26%,-15%,16%,6%,O=C(NCCc1ccc([N+](=O)[O-])cc1)c1ccccc1
-17%,4,-2%,74%[activator],1%,27%,6%,-50%[12.7 µM],3%,CCOc1ccccc1-c1nc(-c2ccc(NC(=O)c3ccc(Br)o3)cc2)no1
-3%,-24,1%,-18%,4%,134%[activator],20%,6%,14%,CCOC(=O)COc1ccc2c(C#N)c3ccccn3c2c1
-24%,-1,11%,-10%,18%,30%,-20%,?,-8%,CCCN(CCC)CCN1C(=O)C2C(C(=O)Nc3cccc(SC)c3)C3C=CC2(O3)C1C(=O)NC1CCCCC1 (stereo not given)
9%,-1,5%,-1%,3%,41%[activator],-23%,-8%,-3%,O=C(O)c1c[nH]c2ccc(S(=O)(=O)N3CCOCC3)cc12
7%,-4,-11%,17%,9%,178%[activator],nt,nt,139%[activator],C(#Cc1c(-c2ccsc2)sc2ccccc12)c1ccsc1
-13%,22,i,-12%,40%[activator],57%[activator],nt,nt,-19%,Cc1ccc(S(=O)(=O)n2nc(OC(=O)c3ccco3)cc2N)cc1
-14%,-20,2%,2%,-4%,46%[activator],7%,nt,-5%,O=C(CCC1CCCN(C(=O)Cn2cnnn2)C1)NCc1ccc(F)c(F)c1 (stereo not given)
2%,-4,-12%,-3%,5%,6%,2%,10%,-17%,CCC(CC)C(=O)NCCc1cc2c(C)ccc(C)c2[nH]c1=O
-18%,5,-10%,-1%,-3%,29%,5%,18%,-12%,O=C(OCCN1CCN(C2=NS(=O)(=O)c3ccccc32)CC1)c1ccccc1F
-9%,2,-2%,nt,-3%,nt,nt,nt,nt,C[C@@H]1CN([C@@H](C)CO)C(=O)c2cc(Br)cnc2O[C@H]1CN(C)Cc1cccnc1
2%,-1,-2%,1%,12%,18%,-13%,26%,-2%,CC1CN(C(=O)N2CCOCC2)CCN1C(=O)N1CCOCC1 (stereo not given)
-7%,3,i,1%,-5%,27%,1%,31%,6%,COc1ccc(CCNC(=O)CCNC(=O)c2ccc([N+](=O)[O-])cc2)cc1
-2%,-4,3%,-14%,1%,-9%,8%,-7%[0.501 µM],-9%,COc1ccccc1NC(=O)CSc1nnnn1-c1ccccc1F
-8%,-2,-3%,-3%,-5%,20%,2%,17%,-6%,Cc1ccc(Cl)cc1S(=O)(=O)N1CCC(C(=O)NC2CCN(Cc3ccccc3)CC2)CC1
-12%,-1,-7%,9%,1%,23%,3%,-1%[59 µM],-4%,CS/C(=N\NC(N)=O)c1ccccc1
-12%,-1,-5%,-9%,3%,13%,-19%,6%,-20%,CN(CC(=O)Nc1cccc(F)c1)C(=O)c1ccc(N2CCOCC2)c([N+](=O)[O-])c1
-27%,6,12%,-6%,?,26%,?,nt,-21%,COc1ccccc1-c1nc(C#N)c(NCCCn2ccnc2)o1
-8%,0,-2%,-13%,8%,23%,nt,-28%[59 µM],-9%,COc1ccc(-n2nc(C(=O)Nc3cc(C)ccn3)c3c4ccccc4n(C)c3c2=O)cc1Cl
-3%,-7,i,nt,14%,nt,nt,nt,nt,O=C1NC(Cc2ccc(O)cc2)c2nc3ccc(F)cc3c(=O)n2-c2ncccc21 (stereo not given)
-19%,5,7%,1%,-3%,?,nt,?,45µM*,C/C(=N\Nc1ccc(S(=O)(=O)N2CCOCC2)cc1[N+](=O)[O-])C(C)C
-8%,1,-2%,0%,-9%,20%,9%,48%,-3%,COc1ccc(C(=O)Nc2cc(C)on2)cc1[N+](=O)[O-]
-20%,-2,-6%,2%,1%,37%,nt,3%,-24%,Cc1cccc(Oc2ccc(S(=O)(=O)N3CCCCC3)cc2N)c1
-5%,-5,-12%,nt,-2%,nt,nt,nt,nt,CCOC(=O)C1CN(C(=O)OCC)CC1=NNC(N)=O (stereo not given)
-16%,-3,-1%,-4%,5%,-13%,?,-50%[59 µM],?,CCCn1c(C)cc(C(=O)COC(=O)CN=C2NS(=O)(=O)c3ccccc32)c1C
-1%,0,5%[11.5 µM],3%,?,17%,8%,18%[59 µM],-2%,Cc1ccc(NC(=O)c2ccccc2CCc2ccccc2)c(C)c1
-16%,2,-7%,-5%,-4%,19%,5%,-2%[59 µM],-2%,Cc1c(Cl)cccc1NC(=O)c1ccc2snnc2c1
-18%,-1,-1%,-2%,-5%,17%,-6%,-1%[59 µM],-7%,CCO/N=C(\C)c1c(O)c(CC)c(-c2ccccc2)n(-c2ccccc2)c1=O
-4%,21,0%,-5%,-2%,37%,?,8%,-24%,COc1ccc(-c2nnc(SCC(=O)Nc3ccc(C(=O)O)cc3)n2-c2ccc(Cl)cc2)cc1
-9%,4,i,-4%,-6%,17%,5%,-7%[0.0925 µM],-7%,Cc1ccc(N2C(=O)CC(c3ccsc3)C3=C2CC(C)(C)CC3=O)cc1 (stereo not given)
-10%,5,-14%,-3%,-6%,5%,-26%,-5%[59 µM],?,O=C(NCc1cccnc1)c1ccccn1
-10%,-1,-5%,1%,-7%,41%[activator],-10%,nt,1%,Cc1ccc(NC(=O)Nc2cnc3ccccc3c2)cc1
-18%,0,-1%,-5%,23%,107%[activator],nt,nt,68%[activator],COc1cc(C)ccc1OCCCOc1cc(C)ccc1Cl
-8%,0,-6%,-2%,-1%,24%,-15%,?,-8%,O=C(C[n+]1cc(-c2ccc(F)cc2)n2c1CCC2)OCc1ccccc1
?,-10,-1%,-11%,-11%,-34%,nt,nt,-27%,O=C(COc1ccccc1/C=C1\SC(=S)NC1=O)Nc1ccc(F)cc1
-15%,3,-3%,0%,-9%,29%,?,17%,-8%,CCCN(CCC)C(=O)c1ccc2c(c1)N(CC)C(=O)c1ccccc1S2(=O)=O
-22%,1,-7%,8%,-1%,51%[activator],30%,15%,3%,Cc1ccc(CNC(=O)COC(=O)CSc2ccc(Br)cc2C)cc1
-19%,0,i,3%,12%,19%,-38%,13%[59 µM],-7%[57.1 µM],CCn1c(SCC(=O)N/N=C/c2c[nH]c3ccccc23)nnc1-c1ccc(Cl)cc1
4%,2,3%,-1%,2%,33%,1%,?,3%,CN1C(=O)Cc2cc(S(=O)(=O)NCc3ccc(Cl)cc3)ccc21
